High-throughput results (PubChem BioAssay)
M1AAP inhibition: P. falciparum M1AAP inhibitors, biochemical, fluorogenic H-Leu-NHMec substrate, 1536-well (AID 1445); Aminopeptidase N (Plasmodium falciparum (isolate 3D7)); recombinant M1AAP, H-Leu-NHMec fluorogenic kinetic assay; higher % means a stronger effect; inhibition, % at 30 µM; hits with a dose series show IC50 in µM; 0.42% of 220,000 active;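 active means primary inhibition above the hit cutoff, then over 50% inhibition at one or more dose response concentrations, cut at about 23% in these data, passing the limit was not always enough; inconclusive means conflicting primary data, or primary hits not chosen for dose response; inactive means low primary inhibition, or under 50% at every dose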;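 further: plate controls were DMSO full reaction for no effect and no enzyme background for full effect; strong numbers were not always called active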
human PMI inhibitors: human PMI inhibitors, high substrate, primary screen, biochemical, fluorescence intensity, high mannose 6-phosphate (AID 1220); Mannose-6-phosphate isomerase (Homo sapiens); recombinant PMI enzyme, coupled fluorescence intensity; higher % means a stronger effect; one-dose inhibition, % at 20 µM; IC50 in µM for titrated hits; 0.66% of 190,000 active; in the data active means inhibition above about 50%
Siah-1 displacement: Siah-1 peptide-binding antagonists, primary screen, biochemical, fluorescence polarization, rhodamine-plectin, uHTS (AID 1817); E3 ubiquitin-protein ligase SIAH1 (Homo sapiens); 0.02% of 290,000 active; displacement, % at 20 µM; hits with a dose series show IC50 in µM; Siah-1 / rhodamine-plectin peptide fluorescence polarization; higher % means a stronger effect;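 active means displacement of at least 50% at 20 µM, with a fluorescence ratio check between 0.3 and a set limit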;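 further: plate controls were Siah plus tracer with DMSO for no effect and tracer alone without Siah for full effect; strong numbers were not always called active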
West Nile virus CPE: West Nile virus antiviral activity, cell-based, CPE readout (AID 1621). 0.02% of 290,000 active. CPE inhibition, % at 10 µM; hits with a dose series show IC50 in µM. West Nile virus-infected cells, CPE inhibition; higher % means a stronger effect; in the data active means a potency from the dose series; inconclusive means CPE inhibition mostly from about 3.7% at the one dose, without a potency; inactive means the rest, 99 in 100 with CPE inhibition below about 2.2%; further: strong numbers were not always called active
PhoP inhibition: inhibitors of PhoP regulon expression, primary screen, Salmonella Typhimurium, GFP reporter (AID 1863). one-dose inhibition, % at 50 µM; IC50 in µM for titrated hits. 0.16% of 300,000 active. S. Typhimurium PhoP-regulated promoter GFP reporter, 4 h; higher % means a stronger effect;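 active means inhibition over 29.93%, a cutoff 3 SD above the screen mean, later confirmed by dose response; inconclusive means inhibition over 29.93% but no dose response follow-up; inactive means inhibition at most 29.93% or unconfirmed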;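 further: 0% = low Mg2+ inducing control and 100% = high Mg2+ repressing control; strong numbers were not always called active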
ER stress rescue: rescue of cells from ER stress-induced death, primary screen, 384-well, CSM14.1, thapsigargin, ATP luminescence (AID 1222). 190,000 tested, under 10 active. one-dose cellular ATP content (survival), % at 20 µM; EC50 in µM for titrated hits. CSM14.1 thapsigargin-induced death rescue, ATP luminescence; higher % means a stronger effect;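 active means EC50 below 50 µM in the dose-response confirmation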;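 further: death triggered by thapsigargin at about 15 µM added after 2 h compound pretreatment; cell ATP read after overnight thapsigargin exposure of roughly 18 to 22 hours; normalized against plate controls of thapsigargin alone and 5% DMSO vehicle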
P. falciparum M17LAP: P. falciparum M17LAP inhibitors, primary screen, biochemical, fluorogenic H-Leu-NHMec substrate, 1536-well (AID 1619). recombinant M17LAP, H-Leu-NHMec fluorogenic kinetic assay; higher % means a stronger effect. inhibition, % at 30 µM; hits with a dose series show IC50 in µM. 0.38% of 220,000 active. Leucine aminopeptidase (Plasmodium falciparum (isolate 3D7));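 active means compound inhibiting the enzyme by more than half at any dose during confirmatory dose-response retesting; inconclusive means strong single-dose inhibitors picked by rank but not retested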;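 further: plate controls were full reaction with DMSO carrier for no effect and no enzyme background for full effect; strong numbers were not always called active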
Yfh1-depleted yeast: enhancers of respiration in Yfh1-depleted yeast, dose response, Friedreich's ataxia, plus single-dose screen (AID 1465). S. cerevisiae Yfh1-off respiration, WST-1 reduction, 72 h; higher fold induction means a stronger effect. one-dose fold induction at 50 µM; EC50 in µM for titrated hits. 0.074% of 220,000 active;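 active means fold induction of absorbance versus untreated yeast above a set limit, then at least 30% activation at any dose in follow-up; inconclusive means repeats straddling the limit, or above it without dose testing; inactive means fold induction below the set limit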;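 further: activators that raise dye reduction in frataxin-depleted yeast; strong numbers were not always called active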
XIAP displacement: XIAP antagonists, biochemical, IAP family, fluorescence polarization (AID 1018). E3 ubiquitin-protein ligase XIAP (Homo sapiens). XIAP BIR domain, fluorescence polarization peptide displacement; higher % means a stronger effect. one-dose displacement, % at 20 µM; IC50 in µM for titrated hits. 0.007% of 200,000 active; in the data active means displacement above about 50%; further: a part of the inactive calls stands beside numbers as strong as those of hits
The depositor's hits bear a star; i = inactive; u = inconclusive; x = not tested or not shown.

SMILES	M1AAP inhibition	human PMI inhibitors	Siah-1 displacement	West Nile virus CPE	PhoP inhibition	ER stress rescue	P. falciparum M17LAP	Yfh1-depleted yeast	XIAP displacement
CCC(=O)N(Cc1cc2c(C)cc(C)cc2[nH]c1=O)C1CCCCC1	3.9%	-4.8%	-4.7%	-0.3%	7.2%	-0.3%	10.3%	i	-8.5%
C=CCn1c(O)c(N=NC(=O)c2ccccc2NS(=O)(=O)c2cccs2)c2ccccc21	5.2%	-31.2%	1.1%	-0.1%	-13.0%	-3.2%	8.2%	i	-8.4%
COc1cccc(C(=O)C2CCCN(C/C=C/c3ccccc3OC)C2)c1 (stereo unspecified)	x	0.6%	-3.4%	-0.4%	x	-0.5%	x	i	-6.3%
CCCCC(CCC(=O)Nc1cc([N+](=O)[O-])ccc1O)C(=O)O (stereo unspecified)	14.0%	0.0%	8.4%	0.4%	-3.5%	-8.5%	20.2%	i	-4.5%
CSc1nc2ccccc2n1CC(=O)Nc1cc(C(F)(F)F)ccc1N1CCOCC1	0.7%	-1.6%	-3.4%	-0.4%	4.5%	0.8%	-2.9%	i	-5.6%
COc1ccc(C2CC(c3ccccc3)=NN2c2ccccc2)c(C(=O)O)c1OC (stereo unspecified)	15.2%	-11.7%	-1.8%	0.1%	-3.1%	-2.8%	-35.1%	i	-1.7%
CSc1nc(=S)c2[nH]c(=S)[nH]c2[nH]1	4.9%	x	8.0%	0.5%	-2.9%	x	13.8%	i	x
Cc1ccccc1NS(=O)(=O)c1cc(C(N)=O)ccc1C	8.4%	2.9%	2.6%	-0.4%	-2.6%	-5.0%	-10.1%	i	-1.5%
Cc1ccccc1-n1c(C)nc2ccccc21	1.1%	5.0%	6.7%	-0.4%	-1.4%	-0.5%	4.4%	i	-1.5%
CCC(C)(C)NC(=O)c1cc([N+](=O)[O-])ccc1N1CCOCC1	-0.5%	-0.2%	2.5%	-0.4%	5.3%	1.1%	21.8%	i	-3.2%
O=C(NC1=NC2CCCCC2N1)c1ccccc1 (stereo unspecified)	-10.3%	-1.0%	0.5%	0.2%	28.6%	-6.3%	-16.9%	i	3.3%
COc1ccc2[nH]c(=O)c(CN(Cc3cccs3)Cc3nnnn3C(C)(C)C)cc2c1	5.1%	17.0%	2.0%	0.5%	-2.9%	-2.6%	2.6%	i	-4.7%
Cc1onc(-c2ccccc2)c1C(=O)Nc1ccc(S(=O)(=O)N2CCCC2)cc1	-10.4%	x	4.2%	-0.7%	8.5%	0.3%	-0.6%	i	-7.4%
CCCCNC(=O)CSc1nnc(NC(C)=O)s1	-0.2%	4.5%	8.7%	0.0%	-8.2%	1.6%	-5.8%	i	-3.7%
NS(=O)(=O)c1ccc(N/N=C/c2ccc(O)cc2O)c([N+](=O)[O-])c1	4.7%	x	48.7%	-0.1%	-5.8%	x	0.0%	i	x
COc1cc(/C=N/Nc2cccc3cccnc23)cc(OC)c1O	19.5%	48.9%	2.2%	0.6%	-4.7%	-0.6%	12.0%	i	-5.0%
CCCC(=O)Nc1nc(C)c(-c2csc(Nc3ccccc3C)n2)s1	12.2%	37.3%	-3.7%	0.0%	5.8%	0.6%	17.6%	i	-3.8%
Cc1ccc2[nH]c(=O)c(NC(N)=S)nc2c1	u	-6.1%	-1.9%	-0.2%	1.6%	-3.5%	-0.8%	i	-5.3%
COc1ccc(N=C2SC(CC(=O)Nc3ccccc3OC)C(=O)N2Cc2ccco2)cc1 (stereo unspecified)	2.9%	7.5%	-3.6%	-0.9%	1.5%	5.0%	-2.0%	i	-6.4%
COc1cc(/C=N/NC(N)=O)cc(Br)c1OCc1ccccc1C	4.1%	-8.9%	0.1%	0.5%	-2.6%	-0.2%	15.2%	i	0.2%
CN(C)C=Nc1ccccc1C1C=NNC1=O (stereo unspecified)	8.9%	x	0.7%	-0.2%	-8.4%	x	-0.3%	i	x
COc1ccc(C(=O)C2CCCN(C(=O)c3cnsn3)C2)c(C)c1 (stereo unspecified)	0.5%	x	9.7%	0.0%	-8.1%	x	0.3%	i	x
CC(C)(CO)NCC(O)COc1ccc2c(c1)CCC2 (stereo unspecified)	10.3%	-2.3%	-0.1%	-0.4%	-4.2%	1.7%	-2.0%	i	-4.6%
CC(=O)Nc1ccc(NC(=O)C(C)OC(=O)CN(C)S(=O)(=O)c2ccc(Cl)cc2)cc1 (stereo unspecified)	-4.1%	-3.5%	-0.8%	-0.2%	-4.7%	-0.5%	-1.5%	i	-3.1%
O=c1c2ccccc2cnn1Cc1n[nH]c(=S)n1C1CC2CCC1C2 (stereo unspecified)	8.1%	x	3.7%	-1.3%	-13.0%	x	-4.0%	i	x
O=C(COC(=O)C1=COCCO1)NC1CCCCCCC1	3.9%	0.5%	2.0%	0.2%	-12.4%	0.4%	5.5%	i	-6.2%
COc1ccc(S(=O)(=O)N2CCC(C(=O)NCCc3ccccc3)CC2)cc1OC	-1.9%	6.0%	12.2%	-0.3%	-3.8%	0.9%	6.6%	i	-3.7%
CC1=CC(=Nc2c(C)n(C)n(-c3ccccc3)c2=O)C=C(C)C1=O	7.4%	13.2µM*	20.0%	-1.5%	-4.0%	1.4%	22.1%	i	-14.3%
COc1ccc(OCC(=O)NNC(=O)c2cccnc2)cc1	2.7%	-5.6%	-2.5%	1.7%	5.8%	-1.8%	0.8%	i	-10.8%
Cc1ccnc(NS(=O)(=O)c2ccc(NC(=O)C3CCCCC3)cc2)n1	4.5%	-13.7%	-0.6%	1.1%	0.3%	-2.7%	8.1%	i	-1.8%
NS(=O)(=O)c1ccc(CCNC(=O)CSc2nc3ccsc3c(=O)n2CCCCCC(=O)O)cc1	11.0%	-4.4%	-0.3%	0.5%	6.9%	0.3%	23.8%	i	-1.8%
Cc1ccccc1C(=O)Nc1sc(C)c(C)c1C(=O)c1ccccc1	7.8%	6.4%	-3.3%	0.1%	2.9%	0.1%	8.5%	i	-3.9%
Cc1cccc(C(=O)Nc2sc(C)c(-c3ccccc3)c2C#N)c1	3.5%	2.7%	-3.1%	0.1%	6.7%	1.8%	3.4%	i	-3.0%
O=C1CN(C(=O)CNCc2ccccc2)c2ccccc2N1	0.6%	x	6.9%	1.1%	-3.8%	x	1.4%	i	x
CCN1CCN(c2cc(C)c3cc(NC(=S)N4CCCC4)ccc3n2)CC1	4.1%	9.5%	3.5%	-0.6%	-1.6%	0.3%	4.5%	i	-4.5%
CC12COC3(C(=O)Nc4ccc(Cl)cc4)CC1CCC32C (stereo unspecified)	1.9%	15.1%	7.4%	-0.8%	-6.4%	1.2%	-0.1%	i	-11.2%
CN(CC(=O)NCc1ccncc1)S(=O)(=O)c1ccc(Cl)cc1	4.2%	-0.8%	15.9%	1.3%	-3.6%	1.4%	-12.0%	i	-2.4%
Cc1ccc(S(=O)(=O)c2cc3c(=O)n4ccccc4nc3n(Cc3ccco3)c2=N)cc1	9.8%	-68.6%	17.2%	x	12.3%	6.5%	-0.3%	x	-15.1%
O=C(CCCn1c(SCc2cccc(F)c2)nc2ccccc2c1=O)NCC1CCCO1 (stereo unspecified)	8.1%	15.1%	-0.5%	-0.6%	2.2%	-0.7%	14.4%	i	-5.3%
CC1CCN(CCOc2ccc(Cl)c(Cl)c2)CC1	-1.1%	-5.0%	8.7%	-0.8%	13.5%	-2.8%	-3.1%	i	-10.7%
O=C(CCn1cnnn1)Nc1ccc(Cl)cc1Cl	-2.2%	14.1%	-3.1%	-0.3%	0.4%	-1.3%	0.0%	i	-1.0%
COC(=O)[C@H](C)NC(=O)Nc1ccc(C)c(C)c1	4.3%	-1.9%	-1.3%	0.1%	-7.3%	-3.4%	13.2%	i	-2.3%
CC(=O)c1cc2c(cc1NC(=O)c1ccco1)OCCO2	-1.5%	2.3%	9.0%	-0.2%	-1.5%	-0.8%	0.9%	i	-3.3%
COC(=O)N/N=C\c1ccc(OC(=O)c2ccco2)cc1	5.7%	11.6%	-1.9%	0.4%	-7.1%	-1.5%	-1.4%	i	-6.0%
COc1ccc(OCC(=O)Nc2nccs2)cc1	6.1%	4.5%	-0.5%	-0.4%	-4.5%	-3.8%	15.4%	i	-6.3%
CC(=O)N(C(C)=O)c1nc(-c2ccccc2)cn1/N=C/c1ccccc1	u	x	8.2%	-0.1%	-2.4%	x	-9.0%	i	x
O=C(CSc1nncn1-c1ccccc1)Nc1cc(Cl)cc(Cl)c1	0.2%	9.5%	-3.8%	0.0%	-11.6%	0.1%	2.8%	i	-9.6%
COC(=O)c1cc(-c2ccccc2)c2c(=O)n(C)c(=O)n(C)c2n1	6.2%	-8.2%	14.8%	-0.1%	-10.7%	0.0%	-0.4%	i	-3.5%
COc1ccc(Cn2c3nc4ccccc4nc3c3c(=O)n(Cc4ccco4)c(C)nc32)cc1	x	-9.3%	1.9%	x	x	-5.3%	x	x	-31.2%
O=C(COC(=O)C1=COCCO1)NC(=O)c1ccc(OC(F)F)cc1	2.9%	-3.8%	2.8%	0.7%	0.7%	-1.0%	11.8%	i	-7.9%
CCCCCc1c(O)c2ccccc2[nH]c1=O	-2.6%	17.0%	8.9%	0.5%	2.0%	x	-1.6%	i	-3.8%
CCCCN(CC)C(=O)c1ccccc1Oc1ccccc1	5.5%	0.2%	-1.4%	-1.6%	-7.0%	-8.5%	-0.9%	i	2.1%
O=S(=O)([N-]c1nc2ccccc2nc1-[n+]1ccccc1)c1ccc(Cl)cc1	0.5%	4.6%	-2.9%	-0.3%	-12.7%	-0.9%	0.6%	i	-5.9%
CCCCn1c(=N)n(CC(=O)O)c2ccccc21	-1.7%	-13.5%	3.0%	0.7%	-2.7%	-1.4%	-0.7%	i	-11.8%
CCNC(=O)/C(=C/c1ccc2c(c1)OCO2)NC(=O)c1ccc(Br)cc1	10.2%	-1.1%	-4.1%	0.0%	8.9%	-1.4%	-1.6%	i	-3.9%
CCNc1nc(NC(C)C)nc(Nn2cnnc2)n1	2.1%	-2.1%	2.3%	1.4%	9.6%	-0.5%	-0.3%	i	3.5%
O=C(c1ccco1)N1CCN=C1SCc1cccc(Cl)c1	21.9%	0.7%	4.2%	-0.7%	-12.7%	1.2%	11.6%	i	-5.2%
